DUSP3 inh: blocks human VHR1 dual specificity phosphatase. recombinant VHR phosphatase, pNPP absorbance. inhibition, % at 13.3 µM. P51452. 0.52% of 290,000 active; in the data active = inhibition above about 50%; note: some compounds called inactive have numbers as strong as hits
Y pestis TopoI: blocks Yersinia pestis topoisomerase I activity; Y. pestis Topo-I cleavage product accumulation, plate reader; activity, % at 10 µM; 0.064% of 360,000 active; AID 504884; in the data active = activity above about 50%, passing the limit was not always enough; inconclusive = no clear call, values can overlap the other calls; note: inactives centre near 2
BoNT A protease: blocks Botulinum neurotoxin A light chain protease. multiplex microsphere protease substrate cleavage, flow cytometry. inhibition, % at 10 µM. AID 588499. 0.17% of 360,000 active; note: plate controls were buffer without enzyme for full effect and enzyme alone for no effect
SARS 3CLpro inh: SARS-CoV 3CLpro protease inhibition; 0.14% of 290,000 active; inhibition, % at 6 µM; recombinant SARS-CoV 3CLpro, quenched FRET peptide cleavage; P0C6X7; in the data active = inhibition above about 12%
PfHsp40 yeast: restores yeast growth despite PfHsp40 toxicity. S. cerevisiae expressing PfHsp40, growth rescue, ATP luminescence. growth rescue, % at 12.5 µM. 0.68% of 340,000 active. AID 504582; in the data active = growth rescue above about 28%, passing the limit was not always enough; inconclusive = no clear call, values can overlap the other calls;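 note: yeast W303a lacking pdr1 and pdr3 grown in galactose medium; growth measured after three days at 30 °C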
CCHFV vOTU inh: blocks the CCHF virus ovarian tumor domain protease; CCHFV vOTU protease, Pep-AMC fluorescence; inhibition, % at 11.5 µM; 0.55% of 370,000 active; AID 651958; in the data active = inhibition above about 30%; note: 0% = vehicle wells with enzyme and 100% = no enzyme wells
PriA SSB inh: K. pneumoniae PriA-SSBct interaction inhibition; AlphaScreen SSBct-PriA binding, biotinylated peptide; inhibition, % at 33 µM; 0.6% of 430,000 active; AID 1272365; in the data active = inhibition mostly above about 37%, no sharp cut-off; inactive = mostly below about 20%;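 note: plate controls were negative control peptide for no effect and reference peptide for full effect; strong numbers were not always called active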
TcdB inh: TcdB glycohydrolase inhibition. inhibition, % at 9.99 µM. AID 652162. 0.24% of 350,000 active. TcdB glycohydrolase enzymatic assay, plate reader. P18177; in the data active = inhibition above about 10%
Anthrax LF prot: inhibitors of Bacillus anthracis lethal factor protease; multiplex microsphere protease cleavage assay, LF; inhibition, % at 10 µM; 0.12% of 360,000 active; AID 588501; note: plate controls were buffer without enzyme for full effect and enzyme alone for no effect
BH1578 lux ind: induces V. cholerae light production without autoinducers | V. cholerae BH1578 lux reporter, luminescence, 6 h | activation, % at 18.7 µM | 0.16% of 350,000 active | AID 588436; in the data active = activation mostly above about 9.7%, no sharp cut-off; inconclusive = no clear call, values can overlap the other calls; inactive = mostly below about 3.7%; note: not every result past the cut was called active; inactives centre near 0; reference of the scale not given here
* marks the source's active call; other numbers are inactive results; i = inactive; ? = inconclusive; · = not tested or not shown; & = joins results of further samples. Cut-off read from the data, not from the text of the source, unless noted: active = inhibition above about 30%; inconclusive = no clear call, values can overlap the other calls; inactive = below that. Only part of the results is shown. The share of hits here may be higher or lower than overall.

SMILES	DUSP3 inh	Y pestis TopoI	BoNT A protease	SARS 3CLpro inh	PfHsp40 yeast	CCHFV vOTU inh	PriA SSB inh	TcdB inh	Anthrax LF prot	BH1578 lux ind
CC(=O)Oc1ccc(/C=C2/SC(=S)N(Cc3ccccc3)C2=O)cc1	10	-3	0.3	0	0.0	2	-6	0.7	-2	-8.3
COc1ccc(OC)c(S(=O)(=O)Nc2cc(OC)c(Cl)cc2OC)c1	-14	-1	-1.4	-3	7.9	3	-1	·	-5	-3.5
CCOc1ccc(-n2c(Cc3cc(=O)[nH]c(=O)[nH]3)nnc2SCC(=O)Nc2nnc(C)s2)cc1	18	5	0.7	-2	1.0	-4	-3	2.0	2	i
COC(=O)c1cccc(N(C(=O)CNC(=O)c2ccco2)C(C(=O)NC2CCCC2)c2ccco2)c1 (stereo not given)	17	0	0.2	6	0.0	24	-13	·	4	·
CCOc1ccc(-c2ccc(SCC(=O)NCC3CCCO3)nn2)cc1 (stereo not given)	22	8	0.3	5	-1.6	-11	-2&-6	1.2	1	-0.5
O=C(OCC#CCSc1nnc(-c2cccc3ccccc23)o1)c1ccc2ccccc2c1	·	10	-0.5	·	-0.8	-3	-35	0.2	-4	-0.4
Cc1ccc(S(=O)(=O)N2CCCCC2)cc1NC(=O)CSc1nnc(N)s1	34	3	1.3	1	-0.5	-1	-7	1.7	5	i
O=[N+]([O-])c1ccc2c(c1)[nH]c(=S)n2-c1ccccc1	18	-6	0.5	2	-0.3	14	0	-4.2	-1	-0.4
CC(=O)c1cccc(N2C(=O)CC(N3CCN(S(=O)(=O)c4ccccc4F)CC3)C2=O)c1 (stereo not given)	·	7	-0.4	·	-0.2	16	-3	1.3	-4	-0.8
CC(=O)c1cccc(NS(=O)(=O)c2ccc(N/C=C/C(=O)c3ccc(F)cc3)cc2)c1	3	6	1.8	6	0.4	13	-3	·	0	i
Cc1ccc2nc(N3CCN(C(=O)c4cccs4)CC3)c(C#N)cc2c1	32	16	7.5	5	-0.9	-6	4	·	4	7.7
Cc1oc2cc3oc(=O)c(CCC(=O)NC4CC4)c(C)c3cc2c1C	5	-2	0.4	-2	0.0	-10	-6	0.6	2	-0.4
S=C(NCc1ccccc1)NCc1ccc(Cl)cc1	23	-1	-2.9	-3	0.5	0	-17	1.5	-1	i
C=CCOCCN1C(=O)C2C3C=CC(C2C1=O)C1C2C(=O)N(CCOCC=C)C(=O)C2C31 (stereo not given)	-2	16	0.2	-1	-0.2	-10	2	-0.2	2	-0.2
O=C(Nc1ccccc1NC(=O)C1CCCO1)c1ccco1 (stereo not given)	22	-3	-0.1	-2	0.1	-6	-6	1.4	0	-0.5
CN(C)S(=O)(=O)Oc1ccccc1C(=O)Nc1ccc(F)cc1F	8	0	-0.3	-1	-0.7	-6	-1	-2.6	2	i
COc1cc(NC(=O)COc2ccc(-n3cnnn3)cc2)c(OC)cc1Cl	17	10	-1.0	1	0.8	-1	-4	·	?	-0.4
COc1cccc(C(=O)/C=C/Nc2ccc(S(=O)(=O)Nc3ncccn3)cc2)c1	-7	-5	-0.2	2	1.7	10	8	1.9	-2	-0.2
CCCCNC(=O)C1(C)CCN1C(=O)c1cccnc1Oc1ccccc1 (stereo not given)	·	-5	0.1	·	·	9	·	0.5	-1	i
CC1(C)CC(NC(=O)C2CCN(S(=O)(=O)c3ccc(Cl)c(C(F)(F)F)c3)CC2)CC(C)(C)N1	·	-16	0.4	·	0.2	-8	-17	-0.3	-5	2.8
O=C(NCC1CCCO1)c1cccc(S(=O)(=O)Nc2ccccc2Cl)c1 (stereo not given)	·	-5	-0.3	·	·	8	·	0.0	-1	-0.5
Cc1ccc(C(=O)NC(=S)N2CC(C)OC(C)C2)cc1[N+](=O)[O-] (stereo not given)	14	-5	-0.8	-4	-1.6	·	-3	-0.1	-2	i
Cc1ccc(S(=O)(=O)c2c(C)nn(C(C)(C)C)c2OC(=O)c2cccs2)cc1	11	26	0.2	5	0.2	5	-14	·	-1	-0.4
CC(NC(=O)C1CC12CCC2)c1ccccc1 (stereo not given)	7	0	-1.0	-3	-0.7	1	-19	1.6	-1	-0.3
COc1cccc(C=NNC(=O)C(C)SC(C)C(=O)NN=Cc2cccc(OC)c2)c1 (stereo not given)	·	4	-0.6	·	-0.2	-9	-6	0.5	-4	i

Structures listed so far containing fluorine:
SMILES	DUSP3 inh	Y pestis TopoI	BoNT A protease	SARS 3CLpro inh	PfHsp40 yeast	CCHFV vOTU inh	PriA SSB inh	TcdB inh	Anthrax LF prot	BH1578 lux ind
CC(=O)c1cccc(N2C(=O)CC(N3CCN(S(=O)(=O)c4ccccc4F)CC3)C2=O)c1 (stereo not given)	·	7	-0.4	·	-0.2	16	-3	1.3	-4	-0.8
CC(=O)c1cccc(NS(=O)(=O)c2ccc(N/C=C/C(=O)c3ccc(F)cc3)cc2)c1	3	6	1.8	6	0.4	13	-3	·	0	i
CN(C)S(=O)(=O)Oc1ccccc1C(=O)Nc1ccc(F)cc1F	8	0	-0.3	-1	-0.7	-6	-1	-2.6	2	i
CC1(C)CC(NC(=O)C2CCN(S(=O)(=O)c3ccc(Cl)c(C(F)(F)F)c3)CC2)CC(C)(C)N1	·	-16	0.4	·	0.2	-8	-17	-0.3	-5	2.8

Additional structures
SMILES	DUSP3 inh	Y pestis TopoI	BoNT A protease	SARS 3CLpro inh	PfHsp40 yeast	CCHFV vOTU inh	PriA SSB inh	TcdB inh	Anthrax LF prot	BH1578 lux ind
COC(=O)c1cc(N=Nc2c(C)[nH]c3ccccc23)cc(C(=O)OC)c1	0	3	-0.3	1	-0.5	9	-1	-0.9	-1	0.5
COc1ccc2oc(-c3cccc(NC(=O)CSc4ccc(Cl)cc4)c3)nc2c1	5	-3	-1.0	3	-0.4	5	-9	·	0	-0.3
COc1ccc(C(=O)N(C)C2CCCN(Cc3ccccc3F)C2)cc1C (stereo not given)	21	-7	0.5	4	2.1	-9	2	0.8	4	-1.5
NC(=O)CSc1nc2ccccc2c(=O)n1-c1ccccc1	0	1	-0.4	3	-1.0	-15	-16	-0.7	-6	-0.7
CCCN(CC(=O)Nc1ccccc1C)C(=O)c1cccc(S(=O)(=O)N2CCN(c3ccccc3)CC2)c1	·	13	-2.1	·	0.1	-6	9	0.1	-6	-7.1
O=[N+]([O-])c1ccc(O)c(/C=N/Nc2ccccn2)c1	0	6	21	-2	308*	13	·	-1.4	7	-2.7
CCOC(=O)Cc1c(C)nc2c(-c3ccc(Cl)cc3)c(C)nn2c1C	33	-2	0.4	1	-0.6	2	-14	1.7	0	-0.3
CC12CCC(=O)N1C(C(=O)Nc1ccc(Cl)c(S(=O)(=O)N3CCCCC3)c1)CS2 (stereo not given)	·	18	-1.1	·	1.0	10	4	1.6	10	-0.6
C[C@@H](C(=O)N1CCNCC1)n1cc(CCCN=C(N)N)nn1	-8	-9	0.1	-1	-0.3	-11	9	1.9	5	-0.5
CCCCOC(=O)CSc1nnc(N)s1	1	3	0.1	-2	-0.2	11	-5	·	4	i
CN(C)S(=O)(=O)c1ccc(NC(=O)N2CCOCC2)cc1	14	-4	0.6	4	0.0	-1	7	0.3	-3	-0.3
CC1=CCC[C@@H]2[C@@](C)(CC/C(C)=C/C(=O)O)[C@H](C)CC[C@@]12C	0	21	-0.6	-2	58*	14	-2	0.2	-3	-0.3
COc1cc(C2=NOC(C(=O)NCc3ccco3)C2)cc(OC)c1OC (stereo not given)	3	9	-0.9	2	0.9	-6	2	·	-4	-0.3
CC(C)CCNC(=O)c1cc2c(=O)[nH]c3ccccc3c2s1	2	0	-3.1	-5	·	-9	-4	3.0	8	-0.5
COc1ccc(NS(=O)(=O)c2ccc(NC(=S)NC(=O)c3cccc(F)c3)cc2)nn1	-8	8	-1.2	3	2.7	-4	7	·	1	-0.3
Cc1nn(-c2ccccc2)c2sc(C(=O)N(CC(=O)NC(C)(C)C)Cc3ccco3)cc12	13	26	-1.1	6	5.9	8	1	·	-4	i
O=C(Cc1ccccc1)NNC(=O)C1CC=CCC1 (stereo not given)	46	2	-4.2	0	1.0	-16	-2	-0.3	-5	0.4
CNc1snc(C)c1C(=O)OC(C)C(=O)Nc1cccc(OC)c1 (stereo not given)	·	-2	-0.5	·	0.4	-5	-12	1.3	-4	-0.3
O=C(Nc1ccc(-c2nc3ccccc3[nH]2)cc1)c1ccc(N2C(=O)CCC2=O)cc1	0	-5	-1.1	-3	-0.3	-14	4&-5&1	1.0	-2	-0.3
CC(=O)Nc1nc(C)c(-c2csc(Nc3cccc(C(C)=O)c3)n2)s1	-10	-19	-1.5	-1	0.9	9	-8	-1.6	4	-15
CCN(CC)CCCNC(=O)Cn1cc2c(n1)CCC(C)C2 (stereo not given)	12	1	-0.3	0	-0.6	7	-13	-2.6	-7	-0.3
Cc1cccc(N2CCN(c3ccc(N4C(=O)CCCC4=O)cc3[N+](=O)[O-])CC2C)c1 (stereo not given)	10	24	-0.8	-6	0.1	8	1	·	-1	-0.3
Clc1ccc(SCCCCN2CCNCC2)cc1	-1	-2	0.1	2	-1.4	-9	-4	-0.6	0	i
O=C(NCCOc1ccccc1)c1ccc2n[nH]nc2c1	·	0	0.7	·	1.3	-5	10	0.4	5	-0.3
COc1ccc(CNc2nc3ccccc3n2CCN2CCOCC2)cc1	18	-11	-0.3	-2	0.7	-3	-35	·	-3	·

Sorted by length of the SMILES (falling): 3 of the compounds above.
SMILES	DUSP3 inh	Y pestis TopoI	BoNT A protease	SARS 3CLpro inh	PfHsp40 yeast	CCHFV vOTU inh	PriA SSB inh	TcdB inh	Anthrax LF prot	BH1578 lux ind
O=C(Nc1ccc(-c2nc3ccccc3[nH]2)cc1)c1ccc(N2C(=O)CCC2=O)cc1	0	-5	-1.1	-3	-0.3	-14	4&-5&1	1.0	-2	-0.3
NC(=O)CSc1nc2ccccc2c(=O)n1-c1ccccc1	0	1	-0.4	3	-1.0	-15	-16	-0.7	-6	-0.7
Clc1ccc(SCCCCN2CCNCC2)cc1	-1	-2	0.1	2	-1.4	-9	-4	-0.6	0	i

The listing continues.
SMILES	DUSP3 inh	Y pestis TopoI	BoNT A protease	SARS 3CLpro inh	PfHsp40 yeast	CCHFV vOTU inh	PriA SSB inh	TcdB inh	Anthrax LF prot	BH1578 lux ind
COc1cccc(OC)c1C(=O)Nc1ccc(S(=O)(=O)Nc2cc(C)nc(C)n2)cc1	27	-1	-2.0	0	-0.2	-1	-4	·	-1	-0.5
Cc1cc(N2CCOCC2)nc2ccc(NC(=S)NCCC(C)C)cc12	0	2	-3.9	0	0.0	-10	-5	-0.6	-11	i
CN1C(=O)C(C)(C)c2cc(S(=O)(=O)N3CCC(C(=O)Nc4ccc(Cl)cc4)CC3)ccc21	21	-5	0.5	-4	0.1	9	-5	0.5	-9	·
CC(=O)NC1=NN(C(C)=O)C(C)(c2ccc(Br)cc2)S1 (stereo not given)	1	-2	-0.1	0	-0.1	8	-2	0.7	-4	-0.4
CN(Cc1ccccc1)C(=O)CCSc1nc(-c2ccc3c(c2)OCO3)cc(C(F)(F)F)n1	31	8	-0.7	0	6.5	-1	-19	·	-1	-0.1
COCCN(C(=O)COC(=O)c1cccc2ccccc12)c1c(N)n(Cc2ccccc2)c(=O)[nH]c1=O	25	43	0.0	2	5.7	-6	-12	2.3	-1	i
O=C(c1cnn2c(C(F)(F)F)cc(-c3ccccc3)nc12)N1CCC2(CC1)OCCO2	21	8	-0.6	-1	-1.4	-3	-26	·	-7	-2.2

From PubChem BioAssay
